MCL1-BIM inh: MCL1-BIM-BH3 interaction inhibition (human); AID 2057; 320,000 compounds, 0.68% hits; Q07820; inhibition, % at 10.9 µM; GST-MCL1 / FITC-Bim-BH3 fluorescence polarization;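 active = inhibition above the mean inhibition of all tested compounds plus 3 SD, set per campaign, cut at about 40% in these data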;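 note: 0% = DMSO wells and 100% = unlabeled Bim-BH3 peptide control; higher means more loss of mP so more displacement of Bim peptide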
MEX-5 binding: C. elegans MEX-5 TCR-2 RNA binding activity; 300,000 compounds, 0.38% hits; activity score (negative = inhibition of binding), % at 10 µM; MEX-5/FITC-TCR2 RNA binding, fluorescence polarization; active compounds read low;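 active = inhibition past about -25% in most replicates, and total fluorescence under double the plate's negative control median, limit read from the data; inconclusive = replicates evenly split on the limit, or fluorescence at least double controls; inactive = too little inhibition in most replicates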;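 note: 0% = DMSO and -100% = 5 µM competing unlabeled TCR2 RNA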
Target sequence (Q9XUB2 whole entry, looked up): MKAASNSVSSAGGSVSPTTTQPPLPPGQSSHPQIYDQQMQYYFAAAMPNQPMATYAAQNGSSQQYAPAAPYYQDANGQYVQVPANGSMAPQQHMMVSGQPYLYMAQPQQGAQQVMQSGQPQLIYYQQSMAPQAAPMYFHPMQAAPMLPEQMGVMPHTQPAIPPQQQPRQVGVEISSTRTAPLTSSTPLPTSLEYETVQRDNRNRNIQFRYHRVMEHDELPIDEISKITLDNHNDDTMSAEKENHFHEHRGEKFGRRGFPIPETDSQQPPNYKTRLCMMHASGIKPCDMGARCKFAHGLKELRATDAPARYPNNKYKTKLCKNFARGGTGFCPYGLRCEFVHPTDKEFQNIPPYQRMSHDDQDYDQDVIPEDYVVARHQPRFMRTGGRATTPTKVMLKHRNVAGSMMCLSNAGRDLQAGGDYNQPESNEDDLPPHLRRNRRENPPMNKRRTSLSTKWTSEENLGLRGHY
ZTA counter: counter-screen for EBNA-1 inhibitors: inhibitors of Epstein-Barr virus ZTA | P03206 | ZTA-DNA binding, fluorescence polarization | inhibition, % at 11 µM | 320,000 compounds, 0.15% hits | AID 2234; in the data active = inhibition above about 33%
Yeast superoxide: yeast age-related superoxide inhibition as caloric restriction mimetic; S. cerevisiae aged cells, superoxide DHE fluorescence; active compounds read low; superoxide response (% of plate mean), % at 10 µM; AID 2690; 330,000 compounds, 0.18% hits;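 active = superoxide response under a set limit, about three screen SD below normal, cut at about 65% in these data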;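 note: yeast aged for seven days with compound at 30 °C before DHE staining; 100% = average MFI of all compound-treated wells on the plate with controls excluded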
Efflux pump mplx: blocks antifungal efflux pumps in multiplex yeast assay; S. cerevisiae Candida pump triplex, Nile Red efflux; inhibition, % at 10 µM; 330,000 compounds, 0.44% hits;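 active = plate passing quality check with inhibition over a set limit, or well fluorescence over plate mean plus 4 SD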;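 note: Nile Red retained in pooled yeast measured as flow cytometry median fluorescence; 0% = buffer negative control and 100% = Enniatin B positive control; higher means more Nile Red kept so more efflux inhibition; some compounds called inactive have numbers as strong as hits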
Bcl-xL primary: Bcl-xL (human) inhibition; Q07817; GST-Bcl-xL / FITC-Bim BH3 peptide fluorescence polarization; inhibition, % at 10.9 µM; 320,000 compounds, 0.7% hits;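 active = inhibition above the mean of all tested compounds plus 3 SD, cutoff set per campaign, cut at about 30% in these data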;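 note: 0% = DMSO wells and 100% = unlabeled Bim-BH3 peptide competitor; inhibitors lower millipolarization by displacing the labeled peptide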
Target sequence (Q07817 whole entry, looked up): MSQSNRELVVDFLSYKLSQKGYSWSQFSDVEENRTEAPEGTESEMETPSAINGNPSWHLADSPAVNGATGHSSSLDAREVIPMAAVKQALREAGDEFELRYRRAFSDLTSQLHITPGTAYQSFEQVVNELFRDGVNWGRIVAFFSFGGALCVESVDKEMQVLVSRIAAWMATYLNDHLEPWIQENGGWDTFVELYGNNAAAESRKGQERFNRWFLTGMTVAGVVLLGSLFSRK
Fam108B counter: Fam108B inhibition, counter-screen for RBBP9 inhibitors; recombinant Fam108B, FP-Rh probe fluorescence polarization; inhibition, % at 9.51 µM; 300,000 compounds, 0.33% hits;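 active = inhibition above the screen mean inhibition plus 3 SD, computed separately per campaign, cut at about 18% in these data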;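 note: inhibitors lower polarization as less probe binds the enzyme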
GLD-1 RNA inh: GLD-1-TGE RNA interaction inhibition (C. elegans); Q17339; purified GLD-1 + fluorescein TGE RNA, fluorescence polarization; inhibition, % at 5.96 µM; 320,000 compounds, 0.44% hits;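 active = percent inhibition above a per-plate cutoff, the plate mean of test compounds plus 3 SD, cut at about 30% in these data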;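 note: 0% = DMSO wells with GLD-1 and probe and 100% = wells lacking GLD-1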
EBNA-1 inh: blocks EBNA-1 binding to DNA; EBNA-1 DNA binding, fluorescence polarization; inhibition, % at 14.8 µM; 300,000 compounds, 0.34% hits; AID 1950; in the data active = inhibition above about 28%
The depositor's hits bear a star; ? = inconclusive; . = no result given.

nr | Molecule | MCL1-BIM inh | MEX-5 binding | ZTA counter | Yeast superoxide | Efflux pump mplx | Bcl-xL primary | Fam108B counter | GLD-1 RNA inh | EBNA-1 inh
1 | c1ccc(CC(Nc2ccccn2)c2ccccc2)cc1 (centres undefined) | 1 | -2.8 | 3 | 77 | -0.2 | -2 | 3 | 6 | -3
2 | Clc1cccc(Cc2nn[nH]n2)c1 | 2 | 4.0 | 3 | 104 | 0.0 | 3 | 4 | -4 | 6
3 | Cn1c(-c2ccccc2)cnc1NCc1cc2c(cc1[N+](=O)[O-])OCO2 | 7 | -1.2 | 2 | 95 | -0.2 | 5 | 2 | 4 | 5
4 | CS(=O)(=O)N(CC(=O)N1CCN(Cc2ccccc2)CC1)c1cccc(F)c1 | 3 | 1.0 | 1 | 106 | 0.1 | 5 | -2 | -2 | 6
5 | Nc1nc(Nc2ccccc2Br)nc(C(F)(F)F)n1 | 0 | 0.8 | 6 | 98 | 0.0 | 0 | -1 | 1 | 0
6 | CCOc1ccc(OCc2cccc(C(=O)N(CC)CC)c2)cc1 | 0 | 0.5 | 11 | 101 | 0.2 | 2 | 1 | 0 | 1
7 | CCCCOC(=O)CSC1=C(C#N)C(c2ccccc2OCC)C(C#N)C(=O)N1 (centres undefined) | 4 | ? | 0 | 111 | 0.0 | 0 | 6 | 5 | 6
8 | CCOc1ccc(NC(=O)Nc2cc(C)on2)cc1 | 8 | 0.9 | -11 | 104 | -0.2 | 6 | -1 | 6 | -5
9 | CCc1cc(C(=O)Cc2nc3ccccc3[nH]2)c(O)cc1O | 7 | 0.2 | -10 | 98 | -0.2 | 7 | -4 | 1 | -10
10 | CCCCSc1nnc(CSc2ncccn2)n1C | -3 | 1.5 | 4 | 99 | 0.7 | -1 | -7 | 1 | -10

A second format for part of the listing above:
Results follow in this order: MCL1-BIM inh	MEX-5 binding	ZTA counter	Yeast superoxide	Efflux pump mplx	Bcl-xL primary	Fam108B counter	GLD-1 RNA inh	EBNA-1 inh
5	Nc1nc(Nc2ccccc2Br)nc(C(F)(F)F)n1
  0	0.8	6	98	0.0	0	-1	1	0
6	CCOc1ccc(OCc2cccc(C(=O)N(CC)CC)c2)cc1
  0	0.5	11	101	0.2	2	1	0	1

Single records, from the list above:
CCc1cc(C(=O)Cc2nc3ccccc3[nH]2)c(O)cc1O is entered as MCL1-BIM inh = 7; MEX-5 binding = 0.2; ZTA counter = -10; Yeast superoxide = 98; Efflux pump mplx = -0.2; Bcl-xL primary = 7; Fam108B counter = -4; GLD-1 RNA inh = 1; EBNA-1 inh = -10
CCOc1ccc(OCc2cccc(C(=O)N(CC)CC)c2)cc1 is entered as MCL1-BIM inh = 0; MEX-5 binding = 0.5; ZTA counter = 11; Yeast superoxide = 101; Efflux pump mplx = 0.2; Bcl-xL primary = 2; Fam108B counter = 1; GLD-1 RNA inh = 0; EBNA-1 inh = 1
CS(=O)(=O)N(CC(=O)N1CCN(Cc2ccccc2)CC1)c1cccc(F)c1 is entered as MCL1-BIM inh = 3; MEX-5 binding = 1.0; ZTA counter = 1; Yeast superoxide = 106; Efflux pump mplx = 0.1; Bcl-xL primary = 5; Fam108B counter = -2; GLD-1 RNA inh = -2; EBNA-1 inh = 6

(listing goes on)
nr | Molecule | MCL1-BIM inh | MEX-5 binding | ZTA counter | Yeast superoxide | Efflux pump mplx | Bcl-xL primary | Fam108B counter | GLD-1 RNA inh | EBNA-1 inh
11 | COC(=O)c1ccccc1COn1c(=O)c[n+]([O-])c2ccccc21 | -14 | -6.2 | 2 | 101 | 0.2 | -5 | 0 | -26 | 2
12 | O=C(COc1coc(CN2CCCc3ccccc32)cc1=O)Nc1ccccc1 | 5 | -0.3 | 0 | 94 | 0.0 | 4 | 0 | 7 | -11
13 | COC(=O)c1cnc[nH]1 | -15 | 2.0 | 1 | 97 | -0.1 | 2 | -1 | -1 | 2
14 | O=C(NCc1cccs1)C1CCCN(C(=O)Nc2ccc(F)cc2)C1 (centres undefined) | -2 | -2.0 | 10 | 104 | 0.0 | 2 | -2 | -1 | -10
15 | COc1ccc(CNS(=O)(=O)c2ccc3oc(C(=O)O)c(C)c3c2)cc1 | 4 | -2.6 | 1 | 63* | -0.2 | 1 | 4 | 3 | 13
16 | Cc1cnc(C(=O)Nc2ccc(C(=O)N3CCCCC3)cc2)cn1 | 8 | 0.3 | 0 | 91 | 0.1 | 11 | -3 | -1 | -9
17 | C=C1CCC[C@]2(C)C[C@H]3OC(=O)C(CN(Cc4ccc(OC)c(OC)c4)CC(C)O)[C@H]3CC12 (some centres undefined) | -1 | 2.0 | 0 | 88 | 0.2 | 0 | -6 | -1 | 1
18 | Cc1cc(N)ccc1-n1nc2ccccc2n1 | 3 | -2.1 | -5 | 112 | 0.0 | 5 | -3 | 3 | -6
19 | CSc1ccccc1NC(=O)C1CCCN(S(C)(=O)=O)C1 (centres undefined) | -6 | 3.1 | 20 | 108 | 0.0 | 1 | -2 | 8 | 14
20 | Cn1c(=O)c2c(nc(N3CCC(C(N)=O)CC3)n2CCSc2nc3ccccc3s2)n(C)c1=O | 3 | 0.5 | -12 | 99 | -0.1 | 6 | -2 | 4 | 1

Three compounds out of the list above, sorted by their value in Efflux pump mplx, ascending:
no.	Structure	MCL1-BIM inh	MEX-5 binding	Efflux pump mplx	Bcl-xL primary	GLD-1 RNA inh	EBNA-1 inh
19	CSc1ccccc1NC(=O)C1CCCN(S(C)(=O)=O)C1 (centres undefined)	-6	3.1	0.0	1	8	14
16	Cc1cnc(C(=O)Nc2ccc(C(=O)N3CCCCC3)cc2)cn1	8	0.3	0.1	11	-1	-9
17	C=C1CCC[C@]2(C)C[C@H]3OC(=O)C(CN(Cc4ccc(OC)c(OC)c4)CC(C)O)[C@H]3CC12 (some centres undefined)	-1	2.0	0.2	0	-1	1

Next section.
nr | Molecule | MCL1-BIM inh | MEX-5 binding | ZTA counter | Yeast superoxide | Efflux pump mplx | Bcl-xL primary | Fam108B counter | GLD-1 RNA inh | EBNA-1 inh
21 | CC(C)/C=C/C(=O)N1CCC(N2CCC(C(=O)NCc3ccccn3)CC2)CC1 | 26 | -4.2 | -2 | 125 | 0.6 | 28 | 4 | 35* | -3
22 | CCOc1ccc(-c2nnc(N3CCCCC3)c3ccccc23)cc1 | 6 | -1.1 | 16 | 103 | 0.0 | 0 | -2 | 8 | 19
23 | CCOC(=O)Cc1csc(NC(=O)CSc2nc(-c3ccccc3)c(C#N)c(=O)[nH]2)n1 | 5 | 0.7 | -17 | 90 | -0.2 | 3 | 6 | 3 | 1
24 | CC(=O)NCCc1ccc(C(=O)CSc2nnc(C3CC3)n2C2CC2)cc1 | 9 | . | -18 | 101 | -0.2 | 7 | . | 1 | .
25 | COc1cccc(N(C(=O)Cn2nnc(-c3ccc(F)cc3)n2)C(C(=O)NCC2CCCO2)c2ccc(Cl)cc2)c1 (centres undefined) | 0 | 3.5 | -7 | 108 | 0.3 | 2 | 0 | -2 | -7
26 | Cn1cc(C(=O)C(=O)NC2CCCCC2)c2ccccc21 | -5 | -5.8 | -8 | 121 | 0.3 | 5 | 1 | 2 | 1
27 | CC(c1ccco1)N(C(=O)c1cccc(Br)c1)c1ccccn1 (centres undefined) | 18 | 2.0 | -6 | 108 | -0.1 | 15 | 3 | 2 | -9
28 | CCc1ccc(Nc2nc3ccccc3c(=O)s2)cc1 | 13 | -0.3 | -5 | 95 | -0.1 | 7 | 10 | 3 | -2

High-throughput results: PubChem, several laboratories
